Source: PubChem BioAssay
HTT aggregate: inhibitors of mutant huntingtin aggregate formation in PC12 cells. AID 1688. PC12 HttQ103-GFP aggregates, Acumen cytometry, 40 h. 220,000 compounds, 1.1% hits. Potency, µM (top dose mostly 46.1 µM), without a hit: at the highest dose activity change, negative = inhibition, actives largely listed as inhibitors; note: potency is the fitted concentration of half-maximal effect; % is set by controls: 0 for no effect and ±100 for the full control effect; nearly all actives have a fitted effect of over 60% in size
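Read-out: GFP aggregate count by laser scanning cytometer (488 nm excitation, 500-530 nm emission, 1–25 µm objects >6 SD above background). Cells: PC12, inducible HTTex1-Q103-GFP, 100 nM tebufenozide; compounds titrated.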
SMN2 splice enh: SMN2 splice variant enhancement. HEK293 SMN2-luciferase splicing reporter, luminescence, 30-36 h. Potency, µM (doses to about 46.1 µM), for the others: top-dose activity change, positive = activation, most hits filed as activators. 210,000 compounds, 2.8% hits; note: potency is the fitted concentration of half-maximal effect; % of control where 0% means no effect; nearly all actives have a fitted effect of over 55% in size
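HEK293 cells carry an SMN2 minigene-luciferase reporter in which exon 7 inclusion puts luciferase in frame. Cells were seeded at 2000 cells/well, attached for 10-12 hours, then exposed to compounds for 30-36 hours at 37C before ONE-Glo luminescence.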
Luc counter: blocks Kinase-Glo luciferase, a counter-screen artifact; 200,000 compounds, 0.28% hits; Q27757; Potency, µM (top dose mostly 38.3 µM), inactives show at the highest dose activity change, negative = inhibition, most hits filed as inhibitors; Kinase-Glo luciferase, ATP luminescence, 8 min; AID 1379; note: potency is the fitted concentration of half-maximal effect; % is set by controls: 0 for no effect and ±100 for the full control effect; nearly all actives have a fitted effect of over 60% in size
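Substrate mix (final 50 mM imidazole pH 7.2, 50 mM KCl, 7 mM MgCl2, 10 uM ATP, 0.01% Tween 20, 0.05% BSA) plus pin-tool compound, then Kinase-Glo detection mix; 8 min ambient, luminescence read.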
IMPase Li cell: cell-permeable IMPase inhibitors with lithium potentiation. Potency, µM (titrated, usually from 59.4 µM), without a hit: at the top dose activity, negative = IMPase inhibition, actives largely listed as inhibitors. CHO-M1 cells, IP1 TR-FRET (IP-One), carbachol + lithium. 210,000 compounds, 0.35% hits;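 note: IP1 builds up when IMPase is blocked and the TR-FRET signal falls; potency is the fitted concentration of half-maximal effect; plate controls were basal vehicle for no effect and high inhibitor control for full effect; nearly all actives have a fitted effect of over 50% in size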
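Concentration–response in CHO-M1 cells, lithium-potentiated; 30 min at 37C. IP1 detected by competitive TR-FRET after 10 min lysis at RT. Hill-fitted AC50.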
HTT ATP protect: protects HTT-Q103 PC12 cells, measured by ATP | PC12 HTT-Q103 induced, cytoprotection, ATP luminescence, 40 h | Potency, µM (titrated, usually from 56.4 µM), inactives show cytoprotection (ATP increase), actives largely listed as activators | 230,000 compounds, 0.14% hits | AID 1471;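 note: potency is the fitted concentration of half-maximal effect; % of control where 0% means no effect; nearly all actives have a fitted effect of over 45% in size; toxic huntingtin expression switched on by the ecdysone agonist tebufenozide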
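Quantitative HTS on tebufenozide-induced (100 nM) PC12 cells expressing HTTQ103 exon 1–GFP; compounds tested as a concentration series; survival measured via cellular ATP.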
CBFb-RUNX1 inh: inhibitors of human CBF-beta and RUNX1 interaction; Q01196+Q13951; AlphaScreen CBFb-His/RUNX1-biotin binding, biochemical; Potency, µM (titrated, usually from 59.8 µM), for the others: at the top dose activity, negative = inhibition, actives largely listed as inhibitors; 230,000 tested, under 10 active; note: % of control where 0% means no effect
Target sequence (Q01196 whole entry, looked up): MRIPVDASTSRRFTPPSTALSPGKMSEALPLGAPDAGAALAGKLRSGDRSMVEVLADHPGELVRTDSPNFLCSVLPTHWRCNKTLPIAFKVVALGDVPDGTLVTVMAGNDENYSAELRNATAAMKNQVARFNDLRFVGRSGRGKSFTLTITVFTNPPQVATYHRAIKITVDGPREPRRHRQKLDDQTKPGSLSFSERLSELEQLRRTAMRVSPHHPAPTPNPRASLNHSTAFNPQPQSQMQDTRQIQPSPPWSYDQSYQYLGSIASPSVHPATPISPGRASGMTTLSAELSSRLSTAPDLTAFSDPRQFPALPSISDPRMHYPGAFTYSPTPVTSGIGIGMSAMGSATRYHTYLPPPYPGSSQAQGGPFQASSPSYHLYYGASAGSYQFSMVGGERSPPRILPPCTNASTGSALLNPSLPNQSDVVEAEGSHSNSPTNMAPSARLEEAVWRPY
Target sequence (Q13951 whole entry, looked up): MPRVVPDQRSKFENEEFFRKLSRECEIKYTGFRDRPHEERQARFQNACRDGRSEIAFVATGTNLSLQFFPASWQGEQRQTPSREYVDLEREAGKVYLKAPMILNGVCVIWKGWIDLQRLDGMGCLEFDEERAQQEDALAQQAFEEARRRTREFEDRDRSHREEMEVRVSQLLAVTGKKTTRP
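CBF-beta (His) and RUNX1 (biotin), 30 nM each; 20 min preassociation; + compound, 15 min; + beads 50 ng each (Ni, streptavidin), 90 min; RT; AlphaScreen read.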
Lamin A splicing: changes lamin A minigene splicing in HeLa cells | AID 1487 | Potency, µM (doses to about 46.1 µM), inactives show top-dose ratio change, negative = inhibition, hits mostly inhibitors | 200,000 compounds, 0.01% hits | HeLa LMNA splicing GFP/RFP minigene ratio, 48 h; active = well fitted inhibition curve with a large enough effect in the signal ratio, with a control signal flat, not every such curve was filed as active; inconclusive = small, poorly fitted or top-dose-only effect, or effect the other way, or a change in a side signal; the % refers to the signal ratio; note: potency is the fitted concentration of half-maximal effect; % is set by controls: 0 for no effect and ±100 for the full control effect
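S3 HeLa cells stably expressing lamin A-EGFP splicing minigene plus DsRed2, 600 cells/well, 48 h compound exposure at 37C. Laser-scanning cytometry; analysed as GFP (500-530 nm)/RFP (575-640 nm) total intensity ratio; 0.5% DMSO vehicle.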
Starred values were filed as active, the others as inactive; ? = inconclusive; . = not tested or not shown; & = joins results of further samples; [ ] = dose if it differs, or a comment. Unless noted, calls come from the whole dose curve; as a rule, active = well fitted curve in the direction sought with a large enough effect; inconclusive = small, poorly fitted or top-dose-only effect, or another doubt; inactive = no such curve, though single readings can be large; an effect the other way counts as inactive or inconclusive.

Below each SMILES – HTT aggregate, SMN2 splice enh, Luc counter, IMPase Li cell, HTT ATP protect, CBFb-RUNX1 inh, Lamin A splicing
CC[C@H](C)C(=O)O[C@@H]1C[C@H](C)C=C2C=C[C@H](C)[C@@H](CC[C@H]3C[C@@H](O)CC(=O)O3)[C@H]21
→ ., -2%[20.6 µM], -4%[17.1 µM], -9%, -49%[inhibitor][40.3 µM], 6%[21.7 µM], ?
CC(C)N1C(=O)c2ccc(C(=O)O)cc2C1=O
→ 2%, 1%, 4%, 23%[38.3 µM], -3%[0.074 µM], 8%, 6%
Nc1nncn1C(=O)CCCN1C(=O)c2ccccc2C1=O
→ 2%, 9%, 2%, 27%[38.3 µM], -20%, 3%, 5%
Cc1csc2nc(NC(=O)c3ccccc3)sc(=O)c12
→ -8%[9.22 µM], ., ., ., 10%[10 µM], 15%, .
Cc1ccc(Nc2nc(N)nc(CN3CCc4ccccc4C3)n2)cc1
→ -13%, -5%, 2%, -3%, 7%[10 µM], -3%, -11%
O=C1C(c2ccc(F)cc2)N(C2CCCCC2)C(=O)CN1C1CCCC1 (configuration not stated)
→ 6%, -11%, -4%, -4%[38.3 µM], -7%, 1%, 9%
O=C(NCc1ccccc1)c1ccc(S(=O)(=O)C(F)F)cc1
→ 3%, -14%, -5%, 11%[38.3 µM], -9%, 0%, ?
Cc1ccnc(NC(=O)COc2ccc(Cl)cc2)n1
→ -23%[9.22 µM], ., ., ., -22%[10 µM], -5%, .
COc1cc(NS(=O)(=O)c2ccc(NC(=S)NC(=O)/C=C/c3ccc(F)cc3)cc2)ncn1
→ 18%[9.22 µM], ., ., ., -27%[10 µM], 23%, .
CCCCc1nc2ccccc2n1Cc1nnc2n1-c1ccccc1SC2
→ -12%, 21%, 0%, 8%[38.3 µM], -31%, -1%, 6%
O=C(Nc1ccccc1)Nc1cccn(Cc2c(F)cccc2Cl)c1=O
→ -6%[9.22 µM], ., -10%, 23%, -24%[10 µM], -13%, -16%[9.22 µM]
O=C(N/N=C/c1ccco1)c1ccc(NC(=O)c2ccccc2Cl)cc1
→ 13%, 2%, 1%, -2%, -25%, 6%, -3%[46 µM]
O=C(CNc1cccc([N+](=O)[O-])c1)N/N=C/c1ccc([N+](=O)[O-])o1
→ -12%[9.22 µM], -37%[inhibitor], -1%, 5%, -14%[1.9 µM], 1%, ?
CC(C)C[C@H](NC(=O)NCc1ccc(Cl)cc1)C(=O)O
→ 14%, -13%, 10%, -1%[38.3 µM], 7%[0.074 µM], 3%, ?
CS(=O)(=O)Nc1cccc(-c2cncnc2-n2ccnc2)c1
→ ., ., ., 1%, -12%, ., 4%
COc1ccccc1-c1nnc(SCC(=O)c2ccc(C3CCCCC3)cc2)n1Cc1ccco1
→ ?, 6%, -4%, 43%[activator][38.3 µM], -101%[inhibitor], -13%, ?
CCc1c(C)c2c(C)nn(-c3ccccc3)c2oc1=O
→ -2%, -23%, 2%, 11%, -19%[10 µM], 3%, -9%
CCc1nc(N2CCN(C(=O)c3ccccc3)CC2)c2c3c(sc2n1)CCCC3
→ -6%[9.22 µM], ., -1%, 22%, 9%[10 µM], -7%, -4%[46 µM]
Cc1ccc(S(=O)(=O)C2CCCCC2=O)cc1 (configuration not stated)
→ 15%, 8%, 2%, -2%, ., 0%, 2%
CCOC(=O)NC(=S)c1ccc[nH]1
→ 6%, -7%, -1%, 9%, 12%[10 µM], 2%, 1%
O=C(CCCC(=O)N(CC(=O)NC1CCCC1)C1CCCC1)Nc1ccccn1
→ -16%, 25%, -6%, -11%[38.3 µM], -1%[10 µM], -1%, ?
CCOC(=O)Cn1c(-c2cccnc2Cl)nc2ccccc21
→ 9%, 1%, 2%, -7%, 21%[10 µM], 15%, -6%
O=C(COc1ccc(Cl)cc1)NCc1nnc(SCC(=O)Nc2ccccc2F)o1
→ 18%, -6%, -3%, 1%, -67%[inhibitor], -6%, .
COC(=O)c1ccccc1NC(=S)NC(NC(=O)c1ccco1)C(Cl)(Cl)Cl (configuration not stated)
→ 1%, 6%, -2%, -2%[38.3 µM], 9%, -4%, -1%
Cc1ccc(S(=O)(=O)/C(C#N)=C/c2c(N3CC(C)OC(C)C3)nc3ccccn3c2=O)cc1 (configuration not stated)
→ -10%, -15%, -2%, -2%[38.3 µM], -10%, -15%, 2%
CCOC(=O)c1c(C)oc2c1c(CN1CCN(C(=O)OCC)CC1)c(O)c1ccccc12
→ 24%, -2%, -1%, 7%, ., -2%, ?
COc1cc(C2=NOC(C(=O)Nc3ccc(C(C)=O)cc3)C2)cc(OC)c1OC (configuration not stated)
→ 27%, -5%, -2%, -20%[38.3 µM], 1%, -1%, 18%
Cc1cccc(OCC(=O)Nc2cccc(C(=O)NCC(C)C)c2)c1
→ -2%, -1%, -2%, -1%, 18%[10 µM], 11%, ?
CCOC(=O)c1[nH]c(COC(=O)c2ccccc2NC(=O)c2ccco2)c(C(=O)OCC)c1C
→ -11%, -2%, 0%, 2%[38.3 µM], -20%, 9%, 1%
COc1ccc(C(=O)NCCN2CCCC2)cc1OC
→ 13%, 5%, -3%, 11%[38.3 µM], 18%, 4%, -7%
Cc1ccc(S(=O)CCNC(=O)Cc2ccccc2)cc1 (configuration not stated)
→ 8%, 3%, 4%, 0%, ., 10%, 6%[46 µM]
C/C(=C1/SC(N2CCOCC2)=NC1=O)c1ccc(Cl)cc1
→ 21%[9.22 µM], -14%, -3%, -5%[38.3 µM], -19%[0.074 µM], 0%, 8%
Brc1ccc(-c2nnc3sc(CN4CCC5(CC4)OCCO5)cn23)cc1
→ -25%, 14%, 3%, -17%, 12%[10 µM], 7%, -13%
COC(=O)c1ccc(CSc2nncn2C)cc1
→ 3%, 12%, 11%, -15%[38.3 µM], 7%[10 µM], -2%, -2%
CCN1CCN(C(c2cccc(OC)c2OC)c2nnnn2Cc2ccco2)CC1 (configuration not stated)
→ 24%[9.22 µM], -14%, 2%, 10%, 27%[10 µM], 0%, 10%[46 µM]
COc1ccccc1-n1c(SCC(N)=O)nc2sc3c(c2c1=O)CCC3
→ 9%[9.22 µM], ., ., ., -9%[10 µM], 1%, .
C=CCNC(=O)CSc1nc2scc(-c3ccco3)c2c(=O)n1CC=C
→ -17%[9.22 µM], ., ., ., -9%[10 µM], -3%, .
COc1ccccc1-c1nc(N(C)C)c2ccccc2n1
→ ., ., ., 9%, -110%[inhibitor], ., ?
NS(=O)(=O)c1ccc(O)c(N2C(=O)c3cccc4c(C(=O)O)ccc(c34)C2=O)c1
→ -1%[9.22 µM], 5%, 0%, -4%, ?, 2%, ?
CCC(CC)C(=O)N1CC(=O)Nc2ccc(Br)cc2C1c1ccccc1 (configuration not stated)
→ -20%, -3%, 2%, 6%[38.3 µM], 9%[10 µM], 1%, 2%
COc1ccc2ccccc2c1CNCCCN1CCOCC1
→ ., -17%, 2%, 21%, ., 1%, 6%[46 µM]
COc1ccccc1Nc1nc(C)cc(C)c1C(N)=O
→ -7%, 9%, 0%, 16%[38.3 µM], 4%, 12%, -4%
COc1ccc(-c2cccc(C(=O)Nc3ccccc3C)c2)cc1
→ -4%, -16%, 0%, 14%, -23%[10 µM], 4%, -9%
CN(CCC#N)C(=O)CSc1nnc(-c2ccco2)n1N
→ 31%, 12%, -2%, -5%, -4%, -4%, -17%[46 µM]
Fc1ccc(NC(=S)N2CCn3cccc3C2c2cccnc2)cc1 (configuration not stated)
→ -11%, -25%, -2%, 14%, -21%, 15%, .
Cc1ccc(S(=O)(=O)ON2C(=O)c3ccccc3C2=O)c(C)c1
→ 7%, ., ., ., 38%[10 µM], -1%, -11%
Cc1ccc(Nc2nc(CSc3nnnn3-c3ccccc3)cs2)cc1
→ ?, -9%, -1%, 4%[38.3 µM], -22%, -13%, ?
Cc1nccn1CC(O)Cn1c2ccccc2c2ccccc21 (configuration not stated)
→ 9%, 6%, 2%, 19%, -5%[10 µM], 8%, -19%
CCCC[C@@H]1C[C@H]1C(NC(=O)c1ccco1)c1ccccc1C(F)(F)F (some centres not stated)
→ ., -25%, -5%, 5%, -53%[inhibitor], 27%, .
O=C(CC1C(=O)N(c2ccc(Cl)cc2)C(=S)N1CCc1ccncc1)Nc1ccc(F)cc1 (configuration not stated)
→ -28%, 18%, 0%, 17%[38.3 µM], -40%[inhibitor], 5%, ?
Cn1c(=O)c2ncn(CC(=O)NCCOc3ccccc3)c2n(C)c1=O
→ -15%, -3%, -1%, 31%[activator][38.3 µM], 8%, 0%, 3%
O=C(C1CC1)N1CCN=C1SCc1cccc(F)c1
→ -11%, -4%, 2%, 23%[38.3 µM], 4%, 9%, -16%
COc1ccc(-c2nc(-c3cccnc3)no2)cc1
→ -4%[9.22 µM], ., ., ., -29%[10 µM], 9%, .
CCCCOc1ccccc1NC(=O)CC1SC(=NCC)N(CC)C1=O (configuration not stated)
→ 16%, 7%, -1%, 27%[38.3 µM], -12%[10 µM], 5%, 11%
CCCCC(CC)COC(=O)C(C#N)=C(c1ccccc1)c1ccccc1 (configuration not stated)
→ 20%, -23%, 4%[39.9 µM], 11%&21%, -49%&16%[inhibitor], 10%, ?
O=C(N/N=C/c1cc([N+](=O)[O-])ccc1O)c1cc(-c2ccccc2)nc2ccccc12
→ -5%, -72%[inhibitor], 0%, 6%, 41%[10 µM], -3%, ?
CN1C(=O)c2ccc(S(=O)(=O)c3ccc(C(=O)O)cc3)cc2C1=O
→ 3%, -13%, 5%, -4%, -4%[10 µM], 4%, 9%
CC(C)OC(=O)CN1C(=O)c2ccccc2C1=O
→ -2%, 20%, -1%, -6%[38.3 µM], 3%, 1%, 5%
Cc1cc(N2CCC(C)CC2)nc(-c2ccccc2O)n1
→ -20%[9.22 µM], ., ., ., -2%[10 µM], ?, .
COc1ccc(/C=C/C(=O)NCC(=O)N/N=C/c2cccnc2)cc1
→ -2%, -26%, -7%, -11%, -1%, -5%, .
Cc1cc(C)nc(Sc2ccc([N+](=O)[O-])cc2[N+](=O)[O-])n1
→ 4%[9.22 µM], 6%, -1%, 7%, -8%[10 µM], -8%, ?
Cc1ccc(S(=O)(=O)NC(C(=O)OCC(=O)NC(=O)c2cccn2C)C(C)C)cc1 (configuration not stated)
→ 1%, 26%, -4%, 5%[38.3 µM], -2%, -6%, 2%
CCOC(=O)c1nc(-c2ccccc2)sc1C(C)=O
→ -1%[9.22 µM], ., ., ., -8%[10 µM], 13%, .

No enrichment for hits, and some 4% of all compounds hit somewhere here.
